GC-A act: GC-A (human) enzyme activation. HEK293 GC-A cells, cGMP TR-FRET, EC30 ANP; 0% at EC30 ANP, 100% saturating ANP. activation, % at 10 µM. P16066. 0.14% of 370,000 active. AID 1671463; in the data active means activation above about 40%
ASAP1 inh: blocks human ASAP1-stimulated Arf1 GTP hydrolysis. Q9ULH1. GDP FP detection. inhibition, % at 16.5 µM. 0.19% of 360,000 active; in the data active means inhibition above about 25%;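 further: 0% = vehicle with enzyme and substrate and 100% = no enzyme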
Target sequence (Q9ULH1 325-724 limits assumed): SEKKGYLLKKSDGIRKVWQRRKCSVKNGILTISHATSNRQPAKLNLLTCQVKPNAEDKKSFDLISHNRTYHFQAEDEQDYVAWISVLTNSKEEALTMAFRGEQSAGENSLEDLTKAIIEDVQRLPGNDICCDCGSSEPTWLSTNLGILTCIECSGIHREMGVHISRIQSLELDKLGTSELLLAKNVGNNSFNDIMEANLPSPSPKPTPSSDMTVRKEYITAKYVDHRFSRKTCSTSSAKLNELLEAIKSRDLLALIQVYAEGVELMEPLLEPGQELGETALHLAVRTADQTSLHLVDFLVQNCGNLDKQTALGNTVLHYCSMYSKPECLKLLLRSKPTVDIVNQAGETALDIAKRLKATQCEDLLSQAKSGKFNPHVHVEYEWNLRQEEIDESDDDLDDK
ADAM10 inh: inhibits human ADAM10; AID 720582; O14672; inhibition, % at 7 µM; 0.62% of 370,000 active; recombinant ADAM10, EDANS/DABCYL FRET peptide cleavage, 3 h;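 active means inhibition above a per-campaign cutoff equal to the mean of compounds falling between control-based bounds plus 3 SD, cut at about 20% in these data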;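 further: 0% = DMSO wells while the 100% control is not disclosed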
Target sequence (O14672 214-748 limits assumed): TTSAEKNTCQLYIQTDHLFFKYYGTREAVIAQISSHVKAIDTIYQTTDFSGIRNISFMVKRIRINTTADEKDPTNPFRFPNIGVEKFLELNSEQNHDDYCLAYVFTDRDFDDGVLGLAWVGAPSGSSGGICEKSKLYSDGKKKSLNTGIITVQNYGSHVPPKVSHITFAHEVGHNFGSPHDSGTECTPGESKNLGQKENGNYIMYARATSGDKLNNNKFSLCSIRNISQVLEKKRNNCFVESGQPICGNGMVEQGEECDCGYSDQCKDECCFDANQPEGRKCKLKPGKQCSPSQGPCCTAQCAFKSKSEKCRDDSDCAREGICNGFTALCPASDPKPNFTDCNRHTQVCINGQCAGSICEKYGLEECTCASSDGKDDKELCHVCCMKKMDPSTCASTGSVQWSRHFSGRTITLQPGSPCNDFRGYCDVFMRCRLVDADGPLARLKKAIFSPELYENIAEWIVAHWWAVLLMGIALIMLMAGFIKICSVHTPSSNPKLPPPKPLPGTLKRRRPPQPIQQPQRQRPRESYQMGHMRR
ARFGAP1 inh: inhibits rat ARF GTPase activating protein 1. Q62848. Arfgap1-stimulated ARF1 GTP hydrolysis, GDP FP detection. inhibition, % at 16.5 µM. 0.26% of 360,000 active. AID 651572;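 active means inhibition above a per-plate limit, mean inhibition of low control wells plus 3 SD, cut at about 25% in these data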;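 further: 0% = DMSO wells with enzyme and 100% = wells lacking Arfgap1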
Target sequence (Q62848 1-136 limits assumed): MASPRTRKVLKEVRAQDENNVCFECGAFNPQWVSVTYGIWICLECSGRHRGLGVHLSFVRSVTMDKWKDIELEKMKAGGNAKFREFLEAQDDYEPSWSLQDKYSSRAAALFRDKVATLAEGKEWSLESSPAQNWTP
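System: truncated rat Arfgap1 GAP domain / Medium: HEPES-based buffer, pH 7.5 / Also added: N-terminally truncated human ARF1-GTP substrate / Incubation: enzyme reaction 120 min at 25 °C after 20 min preincubation / Measured by: FP of antibody-bound GDP Alexa 633 tracer, ex 620/em 688 nm / Replicates: singlicate, each compound tested once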
rCAG RNA binder: binds r(CAG) RNA repeats; r(CAG) RNA repeat, TO-PRO-1 dye displacement fluorescence; inhibition, % at 3 µM; 1.3% of 370,000 active;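 active means inhibition above the plate cutoff, the mean of all test compounds on that plate plus 3 SD, cut at about 35% in these data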;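 further: 0% = DMSO alone and 100% = 100 µM mitoxantrone as full dye displacement; higher means more dye released from RNA so lower well fluorescence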
sPLA2-III inh: Blocks human group III sPLA2 activity | QFRET BODIPY PC-A2 liposome hydrolysis, fluorescence | inhibition, % at 12.2 µM | 0.56% of 370,000 active;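 active means inhibition above mean plus 3 SD of compounds lying within the high and low control bounds, cut at about 19% in these data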;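 further: 0% = median of test compound wells and 100% = no enzyme DMSO wells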
proKLK7 act: activators of human kallikrein-7 zymogen | 0.9% of 370,000 active | AID 652039 | purified proKLK7, EDANS-DABCYL substrate fluorescence; 100% is mature enzyme control, 0% vehicle | P49862 | activation, % at 7 µM;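 active means activation above the mean of all tested compounds plus 3 SD, computed per campaign excluding outliers beyond control limits, cut at about 13% in these data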
GC-B act: GC-B (human) receptor activation; HEK293-GC-B cells, CNP EC30, cGMP TR-FRET; 0% at EC30 CNP, 100% saturating CNP; 0.11% of 370,000 active; activation, % at 10 µM; P20594;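 active means activation at 10 µM reaching about 35% in either raw or pattern-adjusted values, limit read from the data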
DDE Tn6 FP inh: disrupts Tn6 cyclic peptide binding to fibrin D-Dimer-E complex | Fibrin DD(E) TRITC-Tn6 fluorescence polarization displacement | inhibition, % at 8.3 µM | 0.21% of 370,000 active | AID 720509;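 active means inhibition above a per-campaign cutoff: mean of compounds within control limits plus 3 SD, cut at about 15% in these data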;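 further: 0% = median of all compound wells on the plate and 100% = blocking peptide control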
GAA850 FXN act: increases GAA850 frataxin promoter reporter activity. HEK293 lucGAA850 FXN promoter luciferase reporter, 24 h; percent of 10 µM SAHA response. activation, % at 6 µM. 0.56% of 360,000 active. AID 540364;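 active means activation above the average of all compounds screened plus 3 SD, cutoff fixed separately per campaign, cut at about 7.5% in these data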;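 further: 0% = DMSO wells and 100% = 10 µM SAHA wells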
An asterisk follows results filed as active; i = inactive; · = no result given.

SMILES	GC-A act	ASAP1 inh	ADAM10 inh	ARFGAP1 inh	rCAG RNA binder	sPLA2-III inh	proKLK7 act	GC-B act	DDE Tn6 FP inh	GAA850 FXN act
CC(=O)c1cc(N2CCC(C(=O)O)CC2)ccc1[N+](=O)[O-]	-2	-14	-9	-5	-1	-2	0.1	-1	-2	3.7
CCC(C)c1ccccc1NC(=O)CN1CCN(C/C=C/c2ccccc2)CC1 (stereo not drawn)	2	2	0	-8	-5	-8	0.3	-2	16*	2.4
COc1ccc(NC(=S)N2C3CCC2CC(NC(=O)NC24CC5CC(CC(C5)C2)C4)C3)c(OC)c1 (stereo not drawn)	-1	8	4	10	-3	8	0.6	-7	9	1.9
Cc1ccc(C(=O)O)cc1NC(=O)C1CCN(S(=O)(=O)c2ccc3c(c2)OCCO3)CC1	0	-3	-7	-12	6	-7	0.9	2	-2	-0.7
CC1(CC(=O)N/N=C/c2ccc(-c3ccc(C(=O)O)cc3)o2)OCCO1	1	9	-319	-4	5	-5	0.2	3	1	-2.8
COc1ccccc1Oc1ccc(N2CC(C(=O)OCC(=O)c3ccccc3)CC2=O)cc1 (stereo not drawn)	6	-10	7	-2	-4	-13	0.3	-5	4	-2.1
CN(Cc1ccccc1)C(=O)c1ccc(NC(=O)C2CCN(C(=O)OC(C)(C)C)CC2)cc1	2	-12	4	4	-9	-10	-0.1	2	-1	-4.5
Cc1noc(C)c1COc1ccc(C(=O)N2CCC(C(N)=O)CC2)cc1	-6	-7	8	-9	2	-3	0.0	-5	-2	0.1
O=C(CSc1n[nH]c(=O)n1-c1cccnc1)N1CCOCC1	-3	1	-4	-2	0	2	0.2	7	-7	1.3
Cc1ccc(S(=O)(=O)NCCS(=O)(=O)N2CCN(c3ccc(F)cc3)CC2)cc1	-1	7	1	11	0	-22	-0.1	5	0	2.2
CN(C(=O)Nc1ccc(Cl)cc1Cl)[C@H]1c2cc(Br)ccc2OC[C@H]1CO	-3	16	27*	15	2	-11	1.1	-4	-10	-0.9
CC(C)c1ccc(C(C)NC(=S)NC2CCCCC2)cc1 (stereo not drawn)	1	12	9	2	-6	2	0.6	-3	4	-2.1
O=C(NCCN1CCC(Cc2ccccc2)CC1)C1CCCN(S(=O)(=O)c2ccc(Br)s2)C1 (stereo not drawn)	-15	·	9	·	4	-25	0.5	-16	4	·
COC(=O)c1[nH]c(C)c(/C(O)=C2\C(=O)C(=O)N(CCN3CCOCC3)C2c2ccc(C)o2)c1C (stereo not drawn)	5	-2	-7	2	-2	0	0.1	-2	-1	-0.4
CCOC(=O)CSc1nc(C)c2ccc(C)cc2n1	0	-2	-15	-4	2	-2	-0.5	0	5	-1.5
Cc1ccc(-c2csc3nnc(SCC(=O)Nc4cccc(C)n4)n23)cc1	-3	1	-1	4	8	-4	-0.5	0	-1	6.4
Cc1nc2ccccc2c2oc(C(=O)N3CCN(c4ccc([N+](=O)[O-])cc4)CC3)cc12	4	-4	-4	0	2	3	-0.4	0	0	-0.8
CC(C)c1onc(C(=O)Nc2cccc(O)c2)c1[N+](=O)[O-]	2	-4	-4	-2	-1	-10	0.4	-1	7	0.6
Cc1cccc(NC(=O)NCC(c2cccnc2)N2CCOCC2)c1 (stereo not drawn)	-1	-16	4	7	0	4	-0.1	2	-2	-2.5
CCc1ccc(C(=O)Nc2nc3ccccc3[nH]2)cc1	3	1	-53	9	1	17	-0.9	-4	-10	-11
O=C(NNC(=O)c1ccc2ccccc2c1O)NC1CCCCC1	4	0	-308	2	6	26*	-3.5	4	1	1.5
CC(C)(C)C1CCC(=O)C(C2(O)C(=O)Nc3ccccc32)C1 (stereo not drawn)	-3	-2	3	9	2	-11	-0.6	5	-2	1.2
CC1CCCC(C)N1C(=O)COC(=O)c1ccco1 (stereo not drawn)	1	0	1	1	-1	4	-0.1	2	-3	1.4
C/C(=C\C(=O)c1ccccc1)Nc1ccc(Br)c(Cl)c1	1	-15	0	10	-1	4	-0.3	5	0	-0.2
COc1cc(C2C3=C(CCCC3=O)Nc3[nH]n(-c4ccccc4)c(=O)c32)ccc1O (stereo not drawn)	2	4	-6	8	6	-2	0.5	4	3	5.0
CCC1(c2ccc(F)cc2)NC(=O)N(CC(=O)NCc2ccc(C)cc2)C1=O (stereo not drawn)	2	15	4	-2	-2	2	-0.6	3	-4	0.1
COCC(=O)N(CCc1ccc(OC)c(OC)c1)Cc1nc2ccccc2c(=O)[nH]1	2	2	3	8	-6	3	0.5	2	-12	1.3
Cc1cc(NC(=O)c2ccoc2C)ccc1Br	5	5	-3	-6	2	-1	0.5	2	-1	4.8
C/C(CC(=O)Nc1ccc(N(C)C)cc1)=N\NC(=O)Cc1csc(N)n1	-6	6	0	1	13	0	-0.8	0	-3	2.5
CC(C)(C)OC(=O)N1CCc2onc(-c3ccc(Cl)cc3)c2C1=O	3	11	-12	-8	0	-1	0.2	-7	-1	2.8
NC(=O)CCN1CCN(Cc2cn[nH]c2-c2cccc3ccccc23)CC1	-7	-9	-12	5	-3	-1	-0.5	-1	-5	0.8
Cc1cccc(S(=O)(=O)NNC(=O)Cc2cccn2C)c1	0	-9	0	-5	3	-13	0.4	0	3	0.7
COc1cccc(CCc2nnc(CCC(=O)NC(C)c3c(C)nn(C)c3C)o2)c1 (stereo not drawn)	4	2	-12	8	-9	2	0.1	0	2	1.5
O=C(C[n+]1ccc(C(=O)N/N=C/c2ccc(O)cc2)cc1)c1ccccc1	-2	-15	-10	0	6	-4	-0.5	2	5	-0.6
CCCCCC(=O)Nc1ccc2ccccc2c1	3	3	3	9	0	-1	1.0	2	2	5.4
Cc1cc(N)n(-c2ccc([N+](=O)[O-])cc2)n1	0	14	10	2	2	3	-0.3	-4	5	-0.1
C=CCN(C)CC#Cc1ccccc1C	4	·	-8	·	0	5	-0.1	11	12	·
C=CCN(CC(=O)NCC1CCCO1)C(=O)CCC(=O)Nc1cc(C)on1 (stereo not drawn)	3	5	1	-4	0	-6	-0.1	5	5	0.8
COc1cc(C#N)ccc1OC(=O)C1CCN(C(=O)c2ccc(F)cc2)CC1	-1	9	-3	18	-6	7	0.1	-3	0	0.7
COc1ccc(S(=O)(=O)N2CCC(C(=O)N3CCOCC3)CC2)cc1	3	6	2	12	0	2	0.0	3	-6	2.6
CCCC(=O)OCC1CN(Cc2ccco2)S(=O)(=O)c2c(F)cccc2O1 (stereo not drawn)	2	-7	-2	-3	11	0	-0.5	0	8	0.7
CCNc1nc(SC(C(C)=O)C(C)=O)nc(N(C)C)n1	4	11	-7	10	1	-12	0.0	2	-3	1.6
Cc1cc(C)nc(NC(=O)CSc2nnnn2-c2ccccc2)n1	1	2	-2	-10	-3	-2	0.5	2	-1	2.8
Cc1ccc(-n2cnc3c(=O)[nH]cnc32)cc1	3	1	-12	-11	3	2	0.2	5	-1	2.4
CSc1ccccc1OCc1cc(C(=O)N2CCC[C@H]2C(N)=O)no1	12	10	6	-6	2	4	-0.3	1	-6	1.9
CSC(=NNC(=O)c1ccc(O)cc1)SC	-4	12	-12	15	2	14	-0.4	-2	-6	2.1
CNc1ccccc1C(=O)OCC(=O)N(CCOC)c1c(N)n(CC(C)C)c(=O)[nH]c1=O	2	12	i	-11	-2	20*	20*	3	1	-2.1
COc1ccc(-c2ccc(CN3C(C(C)C)C(=O)N(Cc4cn(CC5CCCCC5)nn4)CCS3(=O)=O)cc2)cn1 (stereo not drawn)	-2	-8	-10	1	6	-5	-0.2	3	-2	-1.4
CN(C(=O)CSc1ncccn1)C1CCS(=O)(=O)C1 (stereo not drawn)	2	9	-11	7	-1	3	0.3	0	-1	1.2
O=C(NCC1CCCO1)c1ccc2c(c1)N(Cc1ccc(F)cc1)CCS2 (stereo not drawn)	2	-13	i	11	-1	2	-27	2	4	0.1
Cc1nnc(C)c2c(C)n(-c3ccc4ncccc4c3)c(C)c12	0	-10	-51	-8	3	1	8.7	-3	-1	0.9
Cc1sc(NC(=S)NC(=O)C(C)(C)C)c(C(N)=O)c1C	-2	-6	5	5	3	8	-0.4	-2	4	0.6
Cc1noc(C)c1S(=O)(=O)N1CCCC(C(=O)NC2CCCCC2)C1 (stereo not drawn)	0	-4	10	-8	0	5	-0.4	1	1	0.8
NC(=O)N/N=C/c1ccc(-c2ccc([N+](=O)[O-])cc2)o1	1	1	-1	-2	1	10	0.0	-8	-5	6.1
COc1ccc(NC(=O)C(=O)NCC(=O)Nc2cc(OC)ccc2OC)cc1	0	3	-11	8	-4	3	0.4	0	5	-0.2
COc1cccc(C(NC(C)=O)c2nc(-c3ccc(OC)nc3)cs2)c1 (stereo not drawn)	-1	14	-19	-4	1	1	0.1	3	0	0.5
Cc1ccc2c(c1)c1nnc(SCC(=O)NC3CC3)nc1n2C	9	3	-5	3	-1	3	0.2	-2	0	-1.7
C=CCn1c2ccccc2c2nnc(SCCCn3c(=O)[nH]c4ccccc43)nc21	3	-12	7	40*	10	-32	-0.6	-3	-8	-0.5
COC(=O)C(C)Sc1ccc2nnc(CCNS(=O)(=O)c3ccccc3)n2n1 (stereo not drawn)	4	5	-9	6	-1	1	0.3	3	2	0.3
C=CCn1c(SCC(=O)Nc2ccc(O)cc2)nc2sc(C)c(C)c2c1=O	-5	-3	-3	-14	5	-4	-0.1	-2	3	-1.8

Full records, looked up by structure. Order of values: GC-A act | ASAP1 inh | ADAM10 inh | ARFGAP1 inh | rCAG RNA binder | sPLA2-III inh | proKLK7 act | GC-B act | DDE Tn6 FP inh | GAA850 FXN act
COc1cccc(C(NC(C)=O)c2nc(-c3ccc(OC)nc3)cs2)c1 (stereo not drawn) is listed as -1 | 14 | -19 | -4 | 1 | 1 | 0.1 | 3 | 0 | 0.5
COc1ccc(NC(=O)C(=O)NCC(=O)Nc2cc(OC)ccc2OC)cc1 is listed as 0 | 3 | -11 | 8 | -4 | 3 | 0.4 | 0 | 5 | -0.2
O=C(NCC1CCCO1)c1ccc2c(c1)N(Cc1ccc(F)cc1)CCS2 (stereo not drawn) is listed as 2 | -13 | i | 11 | -1 | 2 | -27 | 2 | 4 | 0.1
C=CCn1c(SCC(=O)Nc2ccc(O)cc2)nc2sc(C)c(C)c2c1=O is listed as -5 | -3 | -3 | -14 | 5 | -4 | -0.1 | -2 | 3 | -1.8

Following part:
SMILES	GC-A act	ASAP1 inh	ADAM10 inh	ARFGAP1 inh	rCAG RNA binder	sPLA2-III inh	proKLK7 act	GC-B act	DDE Tn6 FP inh	GAA850 FXN act
COCCNC(=O)c1cnn2c(C(F)F)cc(-c3ccccc3)nc12	8	11	-23	3	0	0	1.8	-5	-2	3.1
Cc1cc(/C=N/n2cnnc2)c(C)n1-c1ccc(Cl)cc1Cl	-12	5	-5	11	-5	-2	-0.1	-11	3	-0.4
CCC(CO)Oc1cc(NC(=O)c2ccc(OC)cc2)c2ncn(C(C)C)c2c1 (stereo not drawn)	-2	-20	-11	3	4	-1	-0.2	-6	4	-1.5
O=C(NC1CC1)C(=O)c1c[nH]c2ccccc12	-1	12	-4	-4	-4	0	-0.6	-3	4	0.8
CCc1ccc2c(COn3nnc4ccc(S(=O)(=O)N(C)C)cc43)cc(=O)oc2c1	-6	0	6	4	0	-13	0.5	-12	2	3.4
NC(=O)NNC(=S)Nc1cccc2ccccc12	-2	5	-13	4	0	9	1.3	-3	-3	2.0
